Source: PubChem BioAssay (National Center for Advancing Translational Sciences (NCATS))
USP2a inh = USP2a (human) protease inhibition; O75604; USP2a enzymatic assay, qHTS inhibition; Potency, µM (top dose mostly 38.3 µM), without a hit: at the highest dose activity change, negative = inhibition, usual class: inhibitors; hit rate 0.1% among 60,000; AID 927;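 note: potency is the fitted concentration of half-maximal effect; nearly all actives have a fitted effect of over 60% in size; plate controls were DMSO for no effect and NEM full inhibition control for full effect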
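Inhibition is measured in a cell-free coupled assay with 20 nM USP2 core, 20 nM Ub-PLA2 and 20 uM NBD C6-HPC, 2.5 h incubation. Activity normalized to NEM control.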
UbGFP stabilizer = inhibits proteasome, raising ubiquitin-GFP reporter fluorescence. Potency, µM (top dose mostly 45.9 µM), inactives show at the highest dose activation (GFP accumulation), actives largely listed as activators. 67,000 tested, under 10 active. Ubiquitin-GFP reporter cells, proteasome inhibition, GFP fluorescence; response scale: untreated = 0%, 10 µM MG-132 = 100%; active = well fitted activation curve with a large enough effect, not every such curve was filed as active; inconclusive = small, poorly fitted or top-dose-only effect, or another doubt; inactive = no such curve, though single readings can be large or run the other way; note: potency is the fitted concentration of half-maximal effect
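Reporter cells (U2OS, ubiquitin-G76V-GFP fusion) are plated overnight, then treated 4 hr at 37 °C with compound titrations from 46 uM down to 2.9 nM. Activity is scaled against untreated cells and 10 uM MG-132.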
HEK293 cAMP ctrl = counter-screen for TSHR agonists: cAMP increase in parental HEK293 | parental HEK293 CNG cAMP sensor, membrane potential fluorescence | Potency, µM (titrated, usually from 57.1 µM), for inactives: at the top dose activation, actives largely listed as activators | hit rate 2.5% among 73,000; note: potency is the fitted concentration of half-maximal effect; % of control where 0% means no effect; nearly all actives have a fitted effect of over 55% in size
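Parental HEK 293 cells stably expressing a cAMP-gated CNG channel were loaded with membrane potential dye containing 100 uM RO 20-1724 for 60 min. Compound added for 30 min; depolarization read as fluorescence intensity at 590 nm.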
Epigenetic mod = epigenetic GFP locus derepression in mouse cells; mouse C127i GFP locus derepression, cytometry, 30 h; Potency, µM (titrated, usually from 46.1 µM), for the others: at the top dose GFP derepression (activation); hit rate 0.09% among 68,000; AID 597; note: % of control where 0% means no effect
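Derepression screen: silenced CMV-GFP reporter in murine C127i cells, 30 h compound incubation at 37 C, washed cells imaged by laser-scanning cytometer to enumerate GFP-expressing objects of 20 to 120 um.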
Casp1 inh = blocks human caspase-1 allosterically or competitively; AID 900; Potency, µM (top dose mostly 57.5 µM), for inactives: top-dose activity change, negative = inhibition, usual class: inhibitors; hit rate 0.03% among 75,000; Caspase-1 enzyme, Ac-WEHD-AFC fluorogenic rate; P29466;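 note: potency is the fitted concentration of half-maximal effect; plate controls were vehicle for no effect and no substrate for full effect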
BRCT inh red = disrupts BRCA1 BRCT binding to phosphoprotein, red fluorophore readout | hit rate 0.03% among 75,000 | BRCT-phosphopeptide binding, red fluorescence polarization | AID 892 | P38398 | Potency, µM (doses to about 76.9 µM), inactives show top-dose activity change, negative = inhibition, hits mostly inhibitors; note: % is set by controls: 0 for no effect and ±100 for the full control effect
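Rhodamine-labelled pBACH1 10-mer (100 nM) bound to BRCT domain (100 nM) at pH 7.3; compounds incubated 12 min room temperature, polarization read. Free peptide defines full inhibition; unlabelled decapeptide titrated as control.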
A350 fluor = compounds fluorescent in Alexa 350 spectral region; Compound autofluorescence, 340/450 nm, Alexa 350 dye-equivalents; active compounds read high; hit rate 11% among 59,000; max dye-equivalent concentration, M; in the data active = max dye-equivalent concentration above about 10 nM; inconclusive = mostly about 1.1 nM to 9.6 nM
Casp7 inh = blocks human caspase-7 allosterically or competitively | P55210 | recombinant caspase-7, Ac-DEVD-AFC fluorescence rate | Potency, µM (series often up to 57.5 µM), inactives show top-dose activity change, negative = inhibition, most hits filed as inhibitors | hit rate 0.02% among 75,000; active = well fitted inhibition curve with a large enough effect in the main read-out, with a control signal flat, not every such curve was filed as active; inconclusive = small, poorly fitted or top-dose-only effect, or a change in a side signal; note: potency is the fitted concentration of half-maximal effect; % of control where 0% means no effect
4MU fluor = 4-MU region autofluorescence; max dye-equivalent concentration, M; AID 589; hit rate 11% among 59,000; compound autofluorescence, 340/450 nm, 4-MU equivalents; active compounds read high; in the data active = max dye-equivalent concentration above about 10 nM; inconclusive = mostly about 1.1 nM to 9.6 nM
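Compounds in 100 mM Tris, pH 8.0, sat 15 min at room temperature before fluorescence was read at 340 nm excitation/450 nm emission; a per-plate six-point 4-MU standard curve converted signals to dye-equivalent concentration at each compound concentration.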
Fluorescein autfl = fluorescein region autofluorescence | Compound autofluorescence, 480/540 nm, fluorescein-equivalent; active compounds read high | max fluorescein-equivalent concentration, M | hit rate 0.91% among 59,000; in the data active = max fluorescein-equivalent concentration above about 10 nM; inconclusive = between about 1.1 nM and that limit
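Library compounds, added at multiple concentrations to pH 8.0 Tris buffer (100 mM), incubate 15 min at room temperature before CCD imaging at 480 nm excitation and 540 nm emission.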
BRCT PPI green = inhibitors of human BRCA1 BRCT-phosphoprotein interaction (green fluorophore); P38398; BRCA1 BRCT-phosphopeptide binding, green fluorescence polarization; Potency, µM (titrated, usually from 76.9 µM), for inactives: at the highest dose activity change, negative = inhibition, actives largely listed as inhibitors; hit rate 0.05% among 75,000;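 note: potency is the fitted concentration of half-maximal effect; plate controls were peptide without protein for full effect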
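Fluorescence polarization: His-tagged BRCT (~35 kDa BRCA1 C-terminus, 250 nM) bound to 100 nM fluorescein-labeled phosphorylated 10-aa BACH1 peptide, pH 7.3 phosphate buffer with DTT and Tween 20. Compounds incubated 12 min at room temperature; inhibition read as lowered polarization.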
* marks the source's active call; other numbers are inactive results; i = inactive; ? = inconclusive; nt = not tested or not shown; [ ] = remark or other dose. Unless noted, calls come from the whole dose curve; as a rule, active = well fitted curve in the direction sought with a large enough effect; inconclusive = small, poorly fitted or top-dose-only effect, or another doubt; inactive = no such curve, though single readings can be large; an effect the other way counts as inactive or inconclusive.

SMILES	USP2a inh	UbGFP stabilizer	HEK293 cAMP ctrl	Epigenetic mod	Casp1 inh	BRCT inh red	A350 fluor	Casp7 inh	4MU fluor	Fluorescein autfl	BRCT PPI green
CCOC(=O)CCC(=O)O[C@H]1C(O[C@@H]2C(C)[C@H](O[C@H]3C[C@@](C)(OC)C(O)C(C)O3)C(C)C(=O)OC(CC)[C@@](C)(O)C(O)[C@H](C)C(=O)C(C)C[C@]2(C)O)OC(C)CC1N(C)C (stereo partly drawn)	46%[activator]	nt	nt	nt	-1%	-0.5%	nt	2%	nt	nt	-2.3%[3.08 µM]
CCOC(=O)C1CCN(c2ncnc3c2cnn3-c2ccccc2)CC1	5%	-3%	6%	0%	0%	-2.1%	i	-1%	i	?	0.2%
CCC(C)[C@H](NC(=O)Nc1ccc(C(C)=O)cc1)C(=O)OC (stereo partly drawn)	6%	0%	2%	-2%	0%	-0.5%	?	2%	i	i	-2.3%
CC1CC(C)CN(S(=O)(=O)c2ccc(NC(=O)C3COc4ccccc4O3)cc2)C1 (stereo not drawn)	nt	0%	?	3%	-5%	1.0%	nt	-4%	nt	nt	0.2%
Cc1ccc(O)c(-c2cc(C(=O)Nc3ccc(S(=O)(=O)N4CC(C)OC(C)C4)cc3)[nH]n2)c1 (stereo not drawn)	18%	3%	-5%	3%	-1%	0.7%	i	-3%	i	i	-0.5%
COc1ccc(NC2CC(=O)N(c3ccccc3)C2=O)cc1 (stereo not drawn)	5%	-7%	2%	-3%	0%	0.2%	i	1%	i	?	1.7%
CCOC(=O)CNC(=O)CSc1nc(N(C)C)nc(N2CCOCC2)n1	0%	-4%	3%	-2%	-2%	-3.0%	i	0%	i	i	0.6%
N#Cc1ccc(OCC(=O)NCCc2ccc(S(N)(=O)=O)cc2)cc1	3%	-3%	2%	0%	0%	0.7%	i	-2%	i	?	-2.6%
CCOC(=O)c1[nH]c(C)c(C(=O)N2CCN(c3ccc(F)cc3)CC2)c1C	10%	?	?	2%	-1%	1.4%	i	-4%	i	i	-0.9%
O=C(OCc1nc(-c2ccccc2)oc1COC(=O)c1ccco1)c1ccco1	8%	6%	?	0%	-3%	-0.4%	i	-5%	i	?	-2.4%

Structures shown so far with four or more nitrogen atoms (three):
SMILES	USP2a inh	UbGFP stabilizer	HEK293 cAMP ctrl	Epigenetic mod	Casp1 inh	BRCT inh red	A350 fluor	Casp7 inh	4MU fluor	Fluorescein autfl	BRCT PPI green
CCOC(=O)C1CCN(c2ncnc3c2cnn3-c2ccccc2)CC1	5%	-3%	6%	0%	0%	-2.1%	i	-1%	i	?	0.2%
Cc1ccc(O)c(-c2cc(C(=O)Nc3ccc(S(=O)(=O)N4CC(C)OC(C)C4)cc3)[nH]n2)c1 (stereo not drawn)	18%	3%	-5%	3%	-1%	0.7%	i	-3%	i	i	-0.5%
CCOC(=O)CNC(=O)CSc1nc(N(C)C)nc(N2CCOCC2)n1	0%	-4%	3%	-2%	-2%	-3.0%	i	0%	i	i	0.6%

New compounds follow
SMILES	USP2a inh	UbGFP stabilizer	HEK293 cAMP ctrl	Epigenetic mod	Casp1 inh	BRCT inh red	A350 fluor	Casp7 inh	4MU fluor	Fluorescein autfl	BRCT PPI green
O=C(CSc1nnc(Cn2c(=O)sc3ccccc32)n1-c1ccccc1)NCC1CCCO1 (stereo not drawn)	nt	-4%	-4%	-5%	-3%	0.9%	nt	-1%	nt	nt	0.2%
CCOC(=O)N1CCC(NCCNC(=O)c2ccc(Cl)cc2)CC1	-9%	5%	16%	1%	-2%	0.8%	i	1%	i	i	0.3%
COc1cc(Sc2ccc(C)cc2)c(OC)cc1N	5%	-10%	6%	3%	-2%	-1.7%	i	-3%	i	?	0.1%
Cc1nccn1CCc1nc(N)nc(N)n1	-10%	0%	4%	0%	1%	-0.3%	i	0%	i	i	-1.2%
FC(F)(F)c1cc(CN2CCCC3(CCNCC3)C2)cc(C(F)(F)F)c1	8%	0%	-9%	0%[9.22 µM]	-1%	-2.9%	i	-1%	i	i	-2.5%
Nc1nonc1-c1nc2ccccc2n1Cc1ccccc1	26%	0%	25µM*	2%	-10%	-1.8%	i	-7%	i	?	0.8%
COc1ccc(S(=O)(=O)Nc2cccc(NC(C)=O)c2)cc1	-3%	-1%	3%	0%	2%	0.0%	i	1%	i	i	-1.6%
COc1cc2c(cc1O)CC[C@@H]1[C@@H]2CC[C@@]2(C)[C@H](O)CC[C@H]12	-5%	2%	?	-2%	1%	0.9%	i	0%	i	?	-4.3%
COc1ccc(NC(=O)C2CCCN2S(=O)(=O)c2ccc3c(c2)CCC(=O)N3)cc1Cl (stereo not drawn)	nt	-6%	-3%	3%	-3%	-0.1%	nt	-1%	nt	nt	-0.5%
CN(C)CCCNC(=O)CC(c1ccc(F)cc1)c1ccco1 (stereo not drawn)	18%	-1%	-4%	0%	0%	-1.0%	i	-1%	i	?	-1.2%

Ordered by length of the SMILES (falling): some entries from above.
SMILES	USP2a inh	UbGFP stabilizer	HEK293 cAMP ctrl	Epigenetic mod	Casp1 inh	BRCT inh red	A350 fluor	Casp7 inh	4MU fluor	Fluorescein autfl	BRCT PPI green
COc1ccc(NC(=O)C2CCCN2S(=O)(=O)c2ccc3c(c2)CCC(=O)N3)cc1Cl (stereo not drawn)	nt	-6%	-3%	3%	-3%	-0.1%	nt	-1%	nt	nt	-0.5%
O=C(CSc1nnc(Cn2c(=O)sc3ccccc32)n1-c1ccccc1)NCC1CCCO1 (stereo not drawn)	nt	-4%	-4%	-5%	-3%	0.9%	nt	-1%	nt	nt	0.2%
Nc1nonc1-c1nc2ccccc2n1Cc1ccccc1	26%	0%	25µM*	2%	-10%	-1.8%	i	-7%	i	?	0.8%

Next part.
SMILES	USP2a inh	UbGFP stabilizer	HEK293 cAMP ctrl	Epigenetic mod	Casp1 inh	BRCT inh red	A350 fluor	Casp7 inh	4MU fluor	Fluorescein autfl	BRCT PPI green
CC(=O)NCN1CCN(CNC(C)=O)CC1	0%	0%	5%	0%	-2%	-0.3%	nt	-1%	nt	nt	-3.0%
O=C(c1ccc2c(c1)C(=O)N(Cc1ccco1)C2O)N1CCOCC1 (stereo not drawn)	nt	5%	1%	nt	-3%	-0.3%	nt	-4%	nt	nt	-0.7%
CC12CC(NC(=O)N1Cc1ccccc1)c1ccccc1O2 (stereo not drawn)	8%	-5%	3%	-1%	2%	-3.5%	i	1%	i	i	-2.6%
Cc1cc(C)nc(NC2=NCC(=O)N2c2ccc(F)c(Cl)c2)n1	-1%	4%	-3%	4%	-1%	0.1%	i	1%	i	?	-1.1%
CCC(C)(C)NC(=O)C1CCN(c2nc(C)cc(C)n2)CC1	3%	7%	?	-2%	-1%	0.6%	i	0%	i	?	-0.2%
C[C@]12CCC(=O)C=C1CC[C@@H]1[C@@H]2[C@@H](O)C[C@@]2(C)[C@H]1CC[C@]2(O)C(=O)CO	2%	nt	nt	-3%[20.6 µM]	-2%	0.9%	i	-2%	i	i	-3.6%
CC(C)c1ccccc1OCCNS(C)(=O)=O	0%	-9%	-2%	2%	-3%	0.9%	nt	-2%	nt	nt	0.4%
COc1ccc2[nH]c(=O)c(CN(Cc3cccs3)S(=O)(=O)c3cccc4nsnc34)cc2c1	46%[activator]	-2%	-2%	0%	-1%	1.6%	?	-3%	i	i	2.5%
CCCN1Cc2cccc(C(N)=O)c2C1=O	-2%	-12%	2%	0%	3%	0.2%	i	1%	i	i	-2.8%
CCCCCn1c(CNC(=O)CC)nc2ccccc21	nt	11%	29%	nt	-3%	-1.9%	nt	2%	nt	nt	-0.8%
CC(=O)c1cccc(NC(=O)N2CCCC2C(=O)NC2CCCCC2)c1 (stereo not drawn)	1%	2%	6%	5%	0%	0.0%	i	1%	i	i	-1.9%
O=C(Nn1cnnc1)c1cc(-c2ccccn2)nc2ccccc12	-7%	2%	0%	-1%	-1%	-1.8%	i	7%	i	?	1.1%
COCCOC(=O)C1=C(C)NC2=C(C(=O)CC(C)(C)C2)C1c1ccc2c(c1)OCO2 (stereo not drawn)	16%	10%	18%	-4%	-11%	-2.0%	nt	-7%	nt	nt	-0.7%
CCc1ccc(C(=O)N2CCCC2)s1	6%	3%	9%	7%	1%	-0.8%	i	-2%	i	i	-0.8%
CCc1cc(=O)oc2cc(C)cc(O)c12	nt	4%	6%	nt	1%	-1.5%	nt	3%	nt	nt	-3.6%
CCN(Cc1ccccc1)S(=O)(=O)c1ccc(S(=O)(=O)N2CCN(C)CC2)cc1	3%	-6%	8%	0%	0%	0.0%	i	0%	i	i	-0.4%
CC1(C)SC2C(NC(=O)COc3ccccc3)C(=O)N2C1C(=O)O (stereo not drawn)	-6%	nt	nt	nt	2%	1.7%	nt	2%	nt	nt	-1.0%[3.08 µM]
COc1ccc(-c2nc(-c3ccncc3)no2)cc1OC	3%	-4%	-6%	2%	-1%	-3.0%	1.8e-08M*	-4%	1.9e-08M*	i	1.8%
O=C(O)C1CCCCC1C(=O)Nc1ccccc1F (stereo not drawn)	7%	6%	9%	-3%	-1%	0.0%	i	-3%	i	?	0.3%
CCOC(=O)N1CCC(N2Cc3cccc(C(=O)N4CCN(C5CCCCC5)CC4)c3C2=O)CC1	nt	6%	-3%	-3%	-4%	0.7%	nt	-3%	nt	nt	-0.8%

Only part of the results is shown; rates above refer to the full screens.
